Compound activity deposited in PubChem BioAssay by several laboratories.
ADAM10 inh = human ADAM10 inhibitors, primary screen, biochemical, QFRET, HTS; Disintegrin and metalloproteinase domain-containing protein 10 (Homo sapiens), O14672; recombinant ADAM10, EDANS/DABCYL FRET peptide cleavage, 3 h; inhibition, % at 7 µM; 0.62% of 370,000 active; AID 720582, 2013;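 active means inhibition above a per-campaign cutoff equal to the mean of compounds falling between control-based bounds plus 3 SD, cut at about 20% in these data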;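 further: 0% = DMSO wells while the 100% control is not disclosed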
Target sequence (O14672 214-748 limits assumed): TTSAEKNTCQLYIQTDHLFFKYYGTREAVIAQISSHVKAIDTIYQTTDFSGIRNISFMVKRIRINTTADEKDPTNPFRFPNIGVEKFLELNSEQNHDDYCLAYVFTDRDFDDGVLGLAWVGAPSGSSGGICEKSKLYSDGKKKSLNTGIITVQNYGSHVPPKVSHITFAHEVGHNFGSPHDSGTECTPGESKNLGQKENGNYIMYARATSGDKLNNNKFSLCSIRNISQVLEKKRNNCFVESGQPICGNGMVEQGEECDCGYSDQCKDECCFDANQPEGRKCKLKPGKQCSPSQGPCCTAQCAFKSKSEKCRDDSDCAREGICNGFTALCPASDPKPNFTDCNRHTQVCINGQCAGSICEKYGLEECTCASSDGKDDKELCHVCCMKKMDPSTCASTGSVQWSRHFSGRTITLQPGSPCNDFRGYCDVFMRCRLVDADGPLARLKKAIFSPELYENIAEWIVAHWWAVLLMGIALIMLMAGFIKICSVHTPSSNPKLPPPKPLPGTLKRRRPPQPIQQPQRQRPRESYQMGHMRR
GC-A act = GC-A stimulated cGMP production enhancers – HEK293 GC-A cells, cGMP TR-FRET, EC30 ANP, primary screen. activation, % at 10 µM. Atrial natriuretic peptide receptor 1 (Homo sapiens), P16066. 0.14% of 370,000 active. 0% at EC30 ANP, 100% saturating ANP; in the data active means activation above about 40%
ssDAF-12 act = S. stercoralis DAF-12 nuclear receptor activators, primary screen, cell-based, luminescence, HEK293, GRIP1 co-expression, lit1-tk-luc. activation, % at 6.8 µM. 1% of 370,000 active. Nuclear hormone receptor DAF-12 (Strongyloides stercoralis). HEK293 ssDAF-12/GRIP1 lit1-tk-luc reporter; % of 3 µM dafachronic acid response. AID 652126, 2013;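 active means activation above the mean over all tested compounds plus 3 SD, cut at about 0.9% in these data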;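 further: 0% = DMSO-only wells and 100% = 3 µM delta7-dafachronic acid wells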
hcDAF-12 act = H. contortus DAF-12 nuclear receptor activators, primary screen, cell-based, luminescence, HEK293, lit1-tk-luc reporter; HEK293 hcDAF-12 lit1-tk-luc reporter; 0% DMSO, 100% Δ7-dafachronic acid; activation, % at 6.8 µM; 1.4% of 370,000 active; AID 652067, 2013;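 active means activation above the mean of all tested compounds plus 3 SD, cut at about 5.5% in these data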;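 further: 100% = response to 3 µM Δ7-dafachronic acid high control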
FXN GAA850 act = FXN promoter activators, primary screen, cell-based, luciferase luminescence, HEK293 lucGAA850; HEK293 lucGAA850 FXN promoter luciferase reporter, 24 h; percent of 10 µM SAHA response; activation, % at 6 µM; 0.56% of 360,000 active; AID 540364, 2011;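 active means activation above the average of all compounds screened plus 3 SD, cutoff fixed separately per campaign, cut at about 7.5% in these data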;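 further: 0% = DMSO wells and 100% = 10 µM SAHA wells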
hgDAF-12 ag = H. glycines DAF-12 receptor agonists, primary screen, cell-based, luminescence, HEK293, GAL4 fusion, UAS-luciferase | 1.8% of 370,000 active | activation, % at 6.8 µM | AID 687014, 2013 | Nuclear hormone receptor DAF-12 (Heterodera glycines), GAL4 fusion | HEK293 GAL4-hgDAF12 UAS-luciferase reporter, agonist luminescence; normalized to butyrate control;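 active means activation above a cutoff set at the mean of all screened compounds plus 3 SD, cut at about 10% in these data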;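 further: 0% = DMSO wells and 100% = sodium butyrate wells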
DAX1 inh-1 = DAX1 (NR0B1) inhibitors, primary screen, cell-based, HEK293, Gal4-DAX1, luciferase luminescence; inhibition, % at 6.75 µM; 0.99% of 340,000 active; HEK293 Gal4-DAX1 luciferase reporter; Nuclear receptor subfamily 0 group B member 1 (Homo sapiens), P51843; AID 504766, 2011;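 active means inhibition above the mean over all tested compounds plus 3 SD, cut at about 4.2% in these data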;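 further: 0% = DAX1-transfected cells with DMSO and 100% = empty-vector control cells with DMSO; inhibition shows as a rise in luminescence from relieved DAX1 repression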
Target sequence (P51843 207-470 limits assumed): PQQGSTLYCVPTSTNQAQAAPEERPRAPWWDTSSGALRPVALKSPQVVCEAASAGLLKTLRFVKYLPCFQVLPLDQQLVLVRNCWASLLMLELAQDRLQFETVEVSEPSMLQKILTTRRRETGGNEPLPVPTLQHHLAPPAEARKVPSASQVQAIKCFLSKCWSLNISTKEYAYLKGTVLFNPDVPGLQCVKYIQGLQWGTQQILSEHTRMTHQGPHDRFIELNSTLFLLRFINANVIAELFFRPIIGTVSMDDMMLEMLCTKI
PG9 binder = binders of HIV-1 gp120 antibody PG9, primary screen, biochemical, TR-FRET | HIV-1 gp120 / PG9 antibody interaction | TR-FRET gp120-PG9 antibody binding | inhibition, % at 6.7 µM | 0.43% of 360,000 active; in the data active means inhibition above about 8.5%
ADAM17 inh = ADAM17 inhibitors, primary screen, biochemical, QFRET | inhibition, % at 6.95 µM | recombinant ADAM17, EDANS/DABCYL FRET peptide cleavage | 0.83% of 370,000 active | Disintegrin and metalloproteinase domain-containing protein 17 (Homo sapiens), P78536;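 active means inhibition above the mean of compounds lying between control limits plus 3 SD, set per campaign, cut at about 8.5% in these data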;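 further: 0% = DMSO-only wells as the low control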
SMARCA2 act = SMARCA2 (BRM) function activators, primary screen, cell-based, luminescence, high throughput; MG213 cells, MMTV-luciferase reporter, dexamethasone, overnight; activation, % at 9.1 µM; 1% of 370,000 active; in the data active means activation above about 7.8%;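 further: 0% = vehicle wells and 100% = reference activator wells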
DAX1 inh-2 = DAX1 (NR0B1) inhibitors on StAR promoter, primary screen, cell-based, luminescence, SF-1 (NR5A1), full-length DAX-1; HEK293T StAR-luciferase reporter, SF-1/DAX-1 repression relief; inhibition, % at 6.8 µM; 1.1% of 370,000 active; AID 652010, 2013;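 active means inhibition above the mean over all tested compounds plus 3 SD, cut at about 3.6% in these data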;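 further: 0% = DAX-1 cells with DMSO and 100% = cells lacking DAX-1 with DMSO; higher inhibition means more luminescence from relief of DAX-1 repression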
Starred values were filed as active, the others as inactive; · = no result given.

SMILES	ADAM10 inh	GC-A act	ssDAF-12 act	hcDAF-12 act	FXN GAA850 act	hgDAF-12 ag	DAX1 inh-1	PG9 binder	ADAM17 inh	SMARCA2 act	DAX1 inh-2
CC(C)C1CCN(C(=O)C2CCC(=O)N(CCc3ccc(Cl)cc3)C2)CC1 (centres undefined)	-1.9	1.3	-1.7	-1.2	-0.7	-5.2	0.6	-0.6	-4.5	-2.5	-1.8
O=C(Nc1cccc2ccccc12)c1ccc(Br)o1	-8.9	1.5	-1.3	-0.6	0.7	-1.2	2.1	2.0	-2.2	0.8	-1.2
CCN(CC)c1ccc2cc(-c3nc4ccccc4n3C)c(=O)oc2c1	-443.8	12.0	1.0*	1.9	2.8	3.2	1.7	10.1*	-150.3	0.7	3.6*
O=C(O)c1cc(S(=O)(=O)Nc2ccc3cn[nH]c3c2)ccc1Br	-22.6	1.1	0.2	2.7	1.2	1.9	-0.9	-2.8	-14.9	-1.2	-1.0
O=C(CN1C(=O)c2ccc([N+](=O)[O-])cc2C1=O)NC1CCS(=O)(=O)C1 (centres undefined)	0.3	1.9	-1.1	1.0	0.1	-2.3	5.6*	-0.3	-1.0	-4.0	-0.2
O=[N+]([O-])c1cc(CN(CCO)CCO)ccc1O	-7.0	-4.2	-1.8	-2.3	1.1	-2.6	-0.8	-0.1	0.8	1.8	0.8
CC(=O)N1CCc2cc(S(=O)(=O)NC(C(=O)Nc3nc(C)cs3)C(C)C)ccc21 (centres undefined)	4.7	-1.6	-1.3	1.9	-1.0	-1.4	0.1	-1.6	1.2	7.0	-0.3
CC1CCc2c(sc(NC(=O)/C=C/c3cccs3)c2C(=O)O)C1 (centres undefined)	6.7	3.4	-0.9	1.7	-5.2	-5.0	1.5	0.7	0.6	0.2	-0.3
CC1=C(C(=O)OCC2CCCO2)C(c2coc3ccc(C)cc3c2=O)C2=C(CCCC2=O)N1 (centres undefined)	-1.1	-3.2	1.7*	4.3	-1.3	-1.0	-1.8	-0.6	-3.0	1.1	0.2
CCCNC(=O)C(Cc1cccc(C#N)c1)NC(=O)c1ccc(C#N)cc1 (centres undefined)	3.8	-5.5	-1.3	-0.4	0.2	-0.5	0.1	-0.8	-4.5	-0.4	1.4
CC1(C(=O)NS(=O)(=O)c2ccccc2)CCN1C(=O)Cc1cc(F)ccc1F (centres undefined)	-4.7	1.0	-0.6	-1.0	2.0	1.4	·	0.1	-4.8	-5.1	1.2
CC(C)(C)c1ccc(S(=O)(=O)N2CCN(c3ccccn3)CC2)cc1	-8.1	-0.8	-1.4	-0.5	0.0	1.4	1.2	-2.0	-0.8	0.4	0.4
CCOc1ccc(-c2ncncc2-c2ccc(OC)c(OC)c2)c(O)c1	-3.2	-1.2	-0.8	0.0	3.5	-0.4	0.0	-3.3	2.3	-0.1	-0.3
COc1ccc(CNC(=O)CN(C(=O)c2ccc(CN3CCOCC3)o2)C2CCCC2)cc1	-0.6	7.0	-1.4	-1.1	-0.1	1.1	-0.9	2.4	-4.7	-1.6	-0.5
O=C(O)CCCc1nc2ccccc2s1	11.7	-7.9	-1.0	-2.4	-1.5	1.6	-0.3	-1.2	-0.7	1.0	0.5
COc1ccc(NC(=O)CCN2C(=O)/C(=C/c3ccc4c(c3)OCO4)SC2=S)cc1	4.0	1.5	-1.2	0.2	-0.6	-2.3	1.9	-1.0	-2.8	-0.8	-0.6
CCc1cc(C(=O)N(CCCOC)c2c(N)n(Cc3ccccc3)c(=O)[nH]c2=O)sc1C	-13.3	0.7	-0.9	0.9	-0.4	-1.2	0.9	-0.5	-5.2	1.2	-0.4
Cc1ccc(Cn2c(=O)c3ccccc3n3c(CCC(=O)O)nnc23)cc1	-20.4	6.9	-1.8	-2.2	-0.1	-0.4	-0.3	-2.0	-0.9	-1.4	1.5
Cc1ccc(S(=O)(=O)N2CCN(C(=O)c3cc(=O)c4ccccc4o3)CC2)cc1	-1.3	-5.7	-1.3	-0.3	-0.4	0.1	-0.5	0.2	-6.4	-1.6	1.6
Cc1cc(N(C(=O)c2ccco2)C(C(=O)NC2CCCCC2)c2ccccc2)ccc1-n1cnnn1 (centres undefined)	-0.8	-6.3	-1.3	-2.1	-3.4	-0.9	-0.4	-0.1	-3.1	2.3	-0.2
CCN(/N=C/c1ccccc1)c1cc(=O)n(C)c(=O)[nH]1	-11.0	-0.6	-1.8	-0.8	0.7	-0.8	-0.7	0.0	-2.7	-1.9	-0.6
COC(=O)CC(NC(=O)CN1CCN(c2ccc(F)cc2)CC1)c1cccc(F)c1 (centres undefined)	-7.2	-1.3	-1.6	-0.5	0.1	-1.4	1.0	-1.9	-2.8	-2.9	0.0
CCOC(=O)c1cc(C)nc(S(C)(=O)=O)c1C#N	-32.7	9.7	-0.8	0.6	5.0	-1.7	0.1	-1.7	-15.0	5.1	0.2
COc1ccc(OCCN(C)CC(=O)Nc2ccccc2SC)cc1	1.9	-2.5	-1.4	-3.0	0.7	-1.4	-0.9	-0.4	1.4	-0.8	-0.2
O=C(NCCS(=O)(=O)N1CCCC1)c1ccccc1	5.6	3.2	-0.8	1.3	3.0	1.5	0.3	-0.3	0.6	0.7	3.0

Filtered by structure, the compounds so far with a cyano group.
SMILES	ADAM10 inh	GC-A act	ssDAF-12 act	hcDAF-12 act	FXN GAA850 act	hgDAF-12 ag	DAX1 inh-1	PG9 binder	ADAM17 inh	SMARCA2 act	DAX1 inh-2
CCCNC(=O)C(Cc1cccc(C#N)c1)NC(=O)c1ccc(C#N)cc1 (centres undefined)	3.8	-5.5	-1.3	-0.4	0.2	-0.5	0.1	-0.8	-4.5	-0.4	1.4
CCOC(=O)c1cc(C)nc(S(C)(=O)=O)c1C#N	-32.7	9.7	-0.8	0.6	5.0	-1.7	0.1	-1.7	-15.0	5.1	0.2

Structures listed so far shown as hits in ssDAF-12 act.
| structure | ADAM10 inh | GC-A act | ssDAF-12 act | hcDAF-12 act | FXN GAA850 act | DAX1 inh-1 | PG9 binder | ADAM17 inh | SMARCA2 act | DAX1 inh-2 |
| --- | --- | --- | --- | --- | --- | --- | --- | --- | --- | --- |
| CCN(CC)c1ccc2cc(-c3nc4ccccc4n3C)c(=O)oc2c1 | -443.8 | 12.0 | 1.0* | 1.9 | 2.8 | 1.7 | 10.1* | -150.3 | 0.7 | 3.6* |
| CC1=C(C(=O)OCC2CCCO2)C(c2coc3ccc(C)cc3c2=O)C2=C(CCCC2=O)N1 (centres undefined) | -1.1 | -3.2 | 1.7* | 4.3 | -1.3 | -1.8 | -0.6 | -3.0 | 1.1 | 0.2 |

Looked up above.
For GC-A act, `COc1ccc(NC(=O)CCN2C(=O)/C(=C/c3ccc4c(c3)OCO4)SC2=S)cc1` shows 1.5
For DAX1 inh-1, `CCOC(=O)c1cc(C)nc(S(C)(=O)=O)c1C#N` shows 0.1

Additional results
SMILES	ADAM10 inh	GC-A act	ssDAF-12 act	hcDAF-12 act	FXN GAA850 act	hgDAF-12 ag	DAX1 inh-1	PG9 binder	ADAM17 inh	SMARCA2 act	DAX1 inh-2
O=C(COc1ccccc1Cl)N1CCN(c2ccc([N+](=O)[O-])c(N3CCCCC3)c2)CC1	-1.6	1.0	-1.5	2.5	2.8	0.4	0.7	-1.0	-0.7	-3.4	-1.4
O=C(COc1ccc(Br)cc1)NCCNC(=O)c1ccncc1	-4.9	2.9	-1.0	0.2	-1.9	-1.5	-0.2	0.1	-0.5	-0.6	-0.2
O=C(C[C@H]1CC[C@@H](NC(=O)Nc2ccc3c(c2)OCO3)[C@@H](CO)O1)NCc1ccccc1	-2.4	3.2	-0.9	2.3	·	-2.1	·	14.3*	-1.8	-2.1	0.7
COCCCNC(=O)C[C@H]1C[C@H](C(=O)N2CCOCC2)[C@@]2(C)c3[nH]c4ccc(Cl)cc4c3CCN2C1=O	-12.3	-0.9	-0.8	-1.9	-1.3	0.6	-1.0	0.4	-2.0	-4.4	-1.2
O=C(CCSc1nc(-c2ccco2)cc(C(F)(F)F)n1)NCCc1ccccc1	2.3	-11.3	-1.2	-0.3	0.1	0.3	-1.6	0.2	4.7	0.8	1.2
COc1ccc(N2CCN(C(=O)COC(=O)c3cccc(OC)c3O)CC2)cc1	-1.5	-1.3	-0.5	0.5	0.0	4.7	-0.9	-0.5	-3.4	-2.9	-2.4
COC(=O)c1ccc(CSC(=N)N)o1	-2.6	-1.6	-0.6	1.0	8.5*	3.0	1.0	-0.2	3.1	0.9	1.3
CCc1ccccc1NC(=O)Cn1nnc(C(=O)NCc2cccc(OC)c2)c1N	-3.3	2.4	-0.6	-2.4	-3.5	0.6	0.8	1.6	-3.4	-4.4	-0.8
CN1C(=O)[C@H]2[C@@H](c3ccc(C(F)(F)F)cc3)N[C@]3(CCCN(Cc4ccc(Br)cc4)C3=O)[C@H]2C1=O	2.4	0.3	-0.7	-1.0	-7.5	1.9	0.2	-1.6	2.3	-2.9	0.2
O=C(Oc1ccc(N(C(=O)c2ccncc2)S(=O)(=O)c2ccc(F)cc2)cc1)c1ccncc1	7.7	3.0	-1.6	-1.5	-0.2	-5.6	-0.2	-2.9	0.3	-1.6	0.0
CC(=O)Nc1ccc(NS(=O)(=O)c2cc(Cl)sc2Cl)cc1	1.9	-0.1	-0.6	1.4	0.2	0.2	1.9	1.1	0.9	-0.1	-0.1
Cc1ccc(CN2CCN(CC(=O)NCc3ccccc3)CC2)cc1	8.6	4.6	-0.9	0.5	0.9	-3.0	0.5	-2.3	4.2	-1.1	-0.4
Cc1cccc(Nc2sc(C(=O)c3cc4cc(Cl)ccc4o3)c(N)c2C#N)c1	-1.4	-0.6	-1.1	1.1	-0.8	0.7	-1.6	1.8	-1.3	-0.7	0.2
Cc1cc(C)c2nc(N3CCC(C(=O)NCC4CCCO4)CC3)sc2c1 (centres undefined)	-2.2	4.0	-1.2	-2.1	2.8	3.4	-0.3	0.6	-2.8	-1.0	-0.6
CCCn1cnc2c(sc3nc4c(cc32)CSC(C)(C)C4)c1=O	4.5	6.5	-0.9	-1.3	4.2	-0.2	-0.2	0.2	-4.0	-0.2	0.7
Cc1ccsc1/C=N/NC(=O)c1cccs1	-0.8	1.0	-0.8	3.5	2.0	15.2*	3.1	-3.2	-1.1	5.2	1.5

Random draw from the library; overall some 6.8% were active at least once.
